VP16 counter: VP16 counterscreen qHTS for inhibitors of ROR gamma transcriptional activity; Drosophila S2 Gal4-VP16 UAS-luciferase, luminescence, 20 h; Potency, µM (highest dose often 53.6 µM), inactives show top-dose activity, negative = inhibition, most hits filed as inhibitors; 310,000 compounds, 3.5% hits;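 further: Gal4-VP16 expression switched on by copper sulfate through the metallothionein promoter; potency means the concentration at half of the fitted maximal effect; on the % scale 0 is the no-effect control and ±100 the full control effect; nearly all actives have a fitted effect of over 50% in size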
p53 reactivator: qHTS assay for re-activators of p53 using a Luc reporter; 320,000 compounds, 0.063% hits; Potency, µM (series often up to 92.2 µM), for the others: at the top dose activity change, positive = activation, hits mostly activators; H1299 p53-A138V BP100-luciferase reporter, luminescence, 24 h; AID 504706, 2011; further: potency means the concentration at half of the fitted maximal effect; % of control where 0% means no effect; nearly all actives have a fitted effect of over 45% in size
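H1299 (p53-null), stable ts p53-A138V + BP100-Luc; 1000 cells/well, Opti-MEM/10% FBS; cpd 4 pt, 1:5; 24 h, 37 deg C, 5% CO2; detection reagent 10 min RT; luminescence.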
Menin MLL FP TR: qHTS Assay for Inhibitors Targeting the Menin-MLL Interaction in MLL Related Leukemias: Competition With Texas Red Labeled MLL-derived Mutant Peptide | O00255 | Menin + Texas Red MLL mutant peptide, fluorescence polarization | Potency, µM (top dose mostly 61.6 µM), for the others: top-dose FP activity change, negative = inhibition, actives largely listed as inhibitors | 270,000 compounds, 0.23% hits | AID 1768, 2009; active means well fitted inhibition curve with a large enough effect in the polarisation, with a control signal flat, not every such curve was filed as active; inconclusive means small, poorly fitted or top-dose-only effect, or effect the other way, or a change in a side signal; inactive means no such curve, though single readings can be large or run the other way; the % refers to the polarisation; further: potency means the concentration at half of the fitted maximal effect; % of control where 0% means no effect; many of its hits are not listed in these tables
NPC1 promoter act: qHTS Assay for NPC1 Promoter Activators; Potency, µM (highest dose often 9.22 µM), inactives show at the highest dose activation, actives largely listed as activators; 320,000 compounds, 2.4% hits; Huh7 NPC1 promoter luciferase reporter, 24 h;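 further: potency means the concentration at half of the fitted maximal effect; % of control where 0% means no effect; nearly all actives have a fitted effect of over 60% in size; reporter is driven by a mutant NPC1 promoter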
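Quantitative HTS used a cell-based reporter: Huh7 cells stably bearing the NPC1 promoter upstream of luciferase were treated with compounds for 24 h, and promoter activation was read as luminescence.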
Giardia kill: Small Molecules that selectively kill Giardia lamblia: qHTS. Giardia lamblia trophozoite viability. activity change, % at 7.66 µM, hits read low. 340,000 compounds, 0.15% hits. AID 540267, 2011; in the data active means activity change below about -80%; inconclusive means between about -30% and that limit;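 further: parasites exposed to compound for two days anaerobically before the ATP read; on the % scale 0 is the no-effect control and ±100 the full control effect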
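Killing of trophozoites was scored by loss of ATP luminescence after a 48 hrs anaerobic exposure to compounds at 37 deg C, using 100 cells per well.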
ELG1 genotoxic: qHTS screen for small molecules that induce genotoxicity in human embryonic kidney (HEK293T) cells expressing luciferase-tagged ELG1; HEK293T ELG1-luciferase reporter, luminescence, 16 h; AID 504466, 2011; 330,000 compounds, 1.3% hits; Potency, µM (highest dose often 46 µM), without a hit: at the top dose activity change, positive = activation, most hits filed as activators; further: potency means the concentration at half of the fitted maximal effect; % of control where 0% means no effect; nearly all actives have a fitted effect of over 60% in size
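Screening used a luciferase reporter fused to human ELG1 in HEK293T cells. Luminescence was read on a CCD plate imager after 16 hr exposure and 30 min ONE-Glo incubation.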
RORg inh: qHTS for inhibitors of ROR gamma transcriptional activity | Nuclear receptor ROR-gamma (Mus musculus), P51450 | Drosophila S2 Gal4-RORgamma UAS-luciferase reporter, 20 h | AID 2551, 2010 | 310,000 compounds, 5.4% hits | Potency, µM (top dose mostly 53.6 µM), for inactives: at the top dose activity change, negative = inhibition, actives largely listed as inhibitors; further: potency means the concentration at half of the fitted maximal effect; on the % scale 0 is the no-effect control and ±100 the full control effect; nearly all actives have a fitted effect of over 60% in size
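In this cell-based reporter format, copper sulfate (700 uM final) drives Gal4–ROR gamma fusion expression from a metallothionein promoter in Drosophila Schneider cells; compounds preincubated 1 hr, reporter read after 20 hr at ambient temperature.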
PKM2 act: qHTS Assay for Activators of Human Muscle isoform 2 Pyruvate Kinase. Pyruvate kinase PKM (Homo sapiens), P14618. purified PKM2, Kinase-Glo ATP luminescence, activation; response scale: 0% is enzyme alone, no compound. Potency, µM (doses to about 57.5 µM), inactives show at the top dose activation, actives largely listed as activators. 260,000 compounds, 0.34% hits; further: potency means the concentration at half of the fitted maximal effect; on the % scale 0 is the no-effect control and ±100 the full control effect; nearly all actives have a fitted effect of over 55% in size
Target sequence (P14618 whole entry, looked up, canonical isoform): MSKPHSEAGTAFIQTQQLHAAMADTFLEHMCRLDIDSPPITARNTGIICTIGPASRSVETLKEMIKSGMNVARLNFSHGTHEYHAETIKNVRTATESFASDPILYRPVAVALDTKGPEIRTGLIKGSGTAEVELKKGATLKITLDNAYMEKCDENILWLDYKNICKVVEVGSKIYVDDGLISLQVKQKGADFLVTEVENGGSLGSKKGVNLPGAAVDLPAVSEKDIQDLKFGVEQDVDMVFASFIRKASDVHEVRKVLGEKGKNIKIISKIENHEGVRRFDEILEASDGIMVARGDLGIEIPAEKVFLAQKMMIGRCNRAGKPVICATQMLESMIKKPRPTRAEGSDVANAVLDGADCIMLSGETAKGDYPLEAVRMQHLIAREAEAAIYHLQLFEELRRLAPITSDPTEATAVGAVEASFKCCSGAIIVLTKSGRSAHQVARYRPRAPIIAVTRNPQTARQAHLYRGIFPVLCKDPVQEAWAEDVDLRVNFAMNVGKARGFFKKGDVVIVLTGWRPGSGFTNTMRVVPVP
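ATP formation by purified human PK-M2, quantified via coupled luciferase luminescence after 1 h at room temperature with 0.1 mM ADP and 0.5 mM PEP final.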
FLuc modulator: qHTS profiling assay for firefly luciferase inhibitor/activator using purifed enzyme and Km concentrations of substrates (counterscreen for miR-21 project). 360,000 compounds, 6.9% hits. Luciferin 4-monooxygenase (Photinus pyralis), P08659. purified FLuc, Km substrates, luminescence inhibition. Potency, µM (titrated, usually from 57.5 µM), for inactives: top-dose activity change, negative = inhibition, actives largely listed as inhibitors;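 further: potency means the concentration at half of the fitted maximal effect; plate controls were vehicle for no effect and reference inhibitor for full effect; nearly all actives have a fitted effect of over 55% in size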
Target sequence (P08659 whole entry, looked up): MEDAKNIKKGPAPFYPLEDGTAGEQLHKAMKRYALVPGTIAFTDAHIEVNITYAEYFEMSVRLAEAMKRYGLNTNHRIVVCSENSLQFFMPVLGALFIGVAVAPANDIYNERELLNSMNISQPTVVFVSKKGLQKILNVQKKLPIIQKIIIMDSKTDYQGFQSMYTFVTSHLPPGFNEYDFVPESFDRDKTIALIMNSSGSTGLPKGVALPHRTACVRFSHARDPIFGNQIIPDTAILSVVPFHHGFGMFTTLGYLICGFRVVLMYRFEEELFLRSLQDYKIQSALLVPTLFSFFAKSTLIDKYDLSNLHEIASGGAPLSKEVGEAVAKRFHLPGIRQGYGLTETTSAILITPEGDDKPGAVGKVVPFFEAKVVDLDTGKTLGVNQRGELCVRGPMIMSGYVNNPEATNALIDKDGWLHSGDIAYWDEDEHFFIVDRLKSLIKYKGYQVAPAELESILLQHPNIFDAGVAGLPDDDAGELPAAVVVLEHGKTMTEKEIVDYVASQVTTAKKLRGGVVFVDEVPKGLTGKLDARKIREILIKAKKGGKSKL
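Purified P. pyralis luciferase (10nM final) with 10uM D-luciferin and 10uM ATP (Km levels) in 50mM Tris acetate pH 7.5, 10mM Mg acetate, 0.01% Tween-20, 0.05% BSA; qHTS 6-point titration, ~60 µM downward; luminescence read.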
BRCA1 expr act: qHTS Assay to Identify Small Molecule Activators of BRCA1 Expression | 380,000 compounds, 1.1% hits | Potency, µM (highest dose often 46.1 µM), for the others: at the top dose activation, usual class: activators | MCF7-BRCA1-FFLuc reporter, luminescence, 48 h; response scale: scaled: vehicle 0%, 10 µM genistein 100%; further: potency means the concentration at half of the fitted maximal effect; nearly all actives have a fitted effect of over 80% in size; some results filed as inactive show a strong effect at the top dose
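Compounds are tested at multiple concentrations on MCF7 BRCA1-luciferase reporter cells seeded at 2000 per well; after 48 h, a single luminescence end-point is taken and curves fitted to the normalized data.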
Rab9 prom act: qHTS Assay for Rab9 Promoter Activators | 320,000 compounds, 2.8% hits | Potency, µM (series often up to 9.22 µM), without a hit: at the highest dose activation, negative = inhibition, hits mostly activators | Huh7 Rab9 promoter-luciferase reporter, luminescence, 24 h; further: potency means the concentration at half of the fitted maximal effect; % of control where 0% means no effect; nearly all actives have a fitted effect of over 60% in size
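Huh7 reporter line, Rab9 promoter upstream of luciferase. Compound exposure 24 h at 37 °C in reduced-serum medium with 10% FBS. Read-out: luminescence.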
* hit, by the source's call; u = inconclusive; x = not tested or not shown; [ ] = dose if it differs, or a comment. Unless noted, the call rests on the fitted dose curve; in most records, active means well fitted curve in the direction sought with a large enough effect; inconclusive means small, poorly fitted or top-dose-only effect, or another doubt; inactive means no such curve, though single readings can be large; an effect the other way counts as inactive or inconclusive. Some of the compounds tested. The share of hits here may be higher or lower than overall.

Each structure is followed by: VP16 counter	p53 reactivator	Menin MLL FP TR	NPC1 promoter act	Giardia kill	ELG1 genotoxic	RORg inh	PKM2 act	FLuc modulator	BRCA1 expr act	Rab9 prom act
> Cc1ccc(S(=O)(=O)CCN2CCC(n3cccc3)CC2)cc1
→ -9%	-3%	x	1%	2	-1%	9%	-1%	3%	18%	0%
> O=[N+]([O-])c1ccc(-c2cnc(NO)nc2)cc1
→ u	11%	-10%	-5%	12	16%	u	2%	0%	1%	0%
> O=C(Nc1ccc(F)cc1F)N1CCCN(c2ccc(C(F)(F)F)cn2)CC1
→ -2%	-2%	x	-26%	5	3%	15%	-1%	-1%	-42%	-30%
> CCCOc1ccc(N2C(=O)CC(S/C(N)=N/N=C(\C)c3cccs3)C2=O)cc1 (configuration not stated)
→ 0%	-5%	u	-2%	23	-2%	10%	5%	-12%	-4%	-4%
> O=C(C1CC(c2ccccc2O)=NO1)N1CCCCC1 (configuration not stated)
→ -22%	u	22%	u	-2	13µM*	-23%	0%	15µM*	10µM*	4.5µM*
> O=C(Nc1ccccc1F)c1ccn[nH]1
→ 0%	17%	8%	17%	5	u	-1%	0%	-2%	13%	18%
> C=CCN(Cc1ccco1)S(=O)(=O)c1ccc(Cl)cc1
→ 19%	14%	-17%	5%	-3	-8%	7%	-2%	1%	4%	11%
> N#Cc1ccccc1NS(=O)(=O)c1cc2c3c(c1)CCN3C(=O)CC2
→ x	-4%	x	-4%	-28	9%	x	x	-2%	-9%	-7%
> Clc1ccc(Cn2ncc3c(NCc4ccccc4)ncnc32)cc1
→ 4%	2%	14%	-21%	10	0%	u	9%	1%	-56%	-11%
> Cc1ccc(-c2noc(-c3ccoc3C)n2)cc1
→ -6%[10 µM]	2%	19%	u	-3	15µM*	5%	5%	3µM*	u	-6%
> Cc1[nH]n(-c2ccc([N+](=O)[O-])cc2)c(=O)c1C=NCCN1CCN(C(=O)c2ccc(F)cc2)CC1
→ 0%	4%	u	7%	-9	6%	18%	-59%	-2%	10%	6%
> COCC(=O)n1nc(-c2ccccc2)nc1NCc1cccs1
→ u	16%	-4%	22%	-1	u	41%	8%	u	10µM*	u
> CCOc1ccc(/C=N/Nc2ccc(Cl)nn2)c(O)c1
→ 2µM*	11%	u	-39%[inhibitor]	-11	18%	1.6µM*	-17%	-7%	-51%	-29%
> CCOc1cc(/C=C2\SC(=Nc3ccc(F)cc3)N(c3ccc(F)cc3)C2=O)ccc1OCC(=O)O
→ -3%	-5%	u	-6%	x	-5%	u	12%	2%	x	-14%
> CC(C)N(C(=O)CSc1nnc(-c2ccc3c(c2)OCO3)n1C)C(C)C
→ -5%	-1%	-24%	-5%	4	16%	-3%	2%	2%	10%	1%
> CN(CCOc1ccccc1)C(=O)c1cc(-c2ccco2)nc2ccccc12
→ x	-3%	x	0%	-7	-11%	x	x	u	-15%	-4%
> CCS(=O)(=O)n1nc(-c2ccc(OC)cc2)nc1N
→ -14%	2%	-9%	-3%	-8	3%	-19%	5%	-1%	0%	0%
> O=C(NNC1CC(=O)N(c2ccc3c(c2)OCCO3)C1=O)c1ccccc1 (configuration not stated)
→ 0%	-3%	9%	-4%	-10	2%	0%	-5%	4%	2%	3%
> CC(C)OP(=O)(c1ccc(N(C)C)cc1)C(Nc1ccccc1)c1ccccc1 (configuration not stated)
→ 3%	-2%	x	1%	-15	-11%	38%	2%	-1%	-27%	-2%
> Cc1cc(C)n(C(=O)c2ccc(C)c(Br)c2)n1
→ 3%	6%	-7%	-3%	3	-1%	3%	x	-2%	9%	0%
> COc1cccc(C2N(c3ccc(Cl)c(Cl)c3)C(=O)C3CCCN32)c1OC (configuration not stated)
→ 5%	-7%	-11%	-3%	-9	0%	2%	8%	0%	3%	-1%
> COc1ccc(C(=O)COc2ccc3ccc(=O)oc3c2)c(OC)c1
→ -10%	0%	x	-9%	2	16%	22%	-1%	-2%	-11%	-11%
> CSCc1nc2sc(C(=O)Nc3nc(C)cs3)c(C)c2c(=O)[nH]1
→ -15%	1%	u	u	27	16%	-25%	-12%	u	65%	3.2µM*
> N/C(=N\O)c1cccc(CS(=O)(=O)c2ccccn2)c1
→ -14%	-2%	x	0%	4	0%	7%	-1%	6%	15%	-4%
> CCOC(=O)C1CCN(S(=O)(=O)CCNC(=O)c2cccc(OC)c2)CC1
→ x	-1%	x	-5%	15	-1%	x	x	7%	-12%	-5%
> CC(=O)Nc1ccc(S(=O)(=O)NCc2ccc(C(=O)NCc3ccc4c(c3)OCO4)cc2)cc1
→ -7%	-9%	13%	-2%	-16	-4%	-3%	1%	7%	5%	12%
> CCOc1ccc(-c2nnc(SCC(=O)N3CCCC3)o2)cc1
→ 3%	26%	-11%	u	24	u	-3%	16%	21µM*	86%	u
> OCCC1CN(Cc2ccc3nsnc3c2)CCN1C1CCCC1 (configuration not stated)
→ -7%	-1%	-1%	-4%	2	-1%	5%	0%	1%	-2%	-4%
> Cc1cc(Nc2ccccc2)n2nc(C)c(-c3ccccc3)c2n1
→ 4%	5%	x	17%	-19	2%	13%	-12%	u	82%	19%
> O=C(NCCCN1CCOCC1)c1cc2cc(Br)ccc2oc1=O
→ 0%	19%	9%	-2%	-14	3%	-9%	-2%	0%	-17%	-3%
> O=C(/C=C/C=C/c1ccccc1)c1ccco1
→ 4%	22µM*	27%	u	6	15%	26%	14%	3µM*	96%	25%
> Cc1ccccc1CN(c1ccc(C(=O)N2CCCC2)cc1)S(C)(=O)=O
→ -7%[0.365 µM]	-7%	1%	-5%	4	-4%	3%	2%	7%	-7%	0%
> Cc1ccc(-c2nc3ccccc3s2)cc1NC(=O)c1cc(-n2cnnc2)ccc1Cl
→ -2%	26%	54%[activator]	-29%	-15	u	20%	-2%	1.5µM*	0%	5%
> CCc1ccc(N2CC(C(=O)Nc3ccc(F)cc3)CC2=O)cc1 (configuration not stated)
→ 2%	0%	u	-2%	-11	0%	-31%	-4%	2%	5%	0%
> O=C(CCNC(=O)C1CCN(S(=O)(=O)c2ccc(F)cc2)CC1)NCCc1ccc(Cl)cc1
→ -6%	0%	x	-3%	-3	-6%	32%	x	1%	-21%	-1%
> CCOC(=O)c1nnn(-c2nonc2N)c1-c1ccc(OCC)cc1
→ 12%	0%	-1%	-2%	-1	0%	-1%	5%	-1%	1%	-6%

A section taken from the entries so far, for reference:
Each structure is followed by: VP16 counter	p53 reactivator	Menin MLL FP TR	NPC1 promoter act	Giardia kill	ELG1 genotoxic	RORg inh	PKM2 act	FLuc modulator	BRCA1 expr act	Rab9 prom act
> OCCC1CN(Cc2ccc3nsnc3c2)CCN1C1CCCC1 (configuration not stated)
→ -7%	-1%	-1%	-4%	2	-1%	5%	0%	1%	-2%	-4%
> Cc1cc(Nc2ccccc2)n2nc(C)c(-c3ccccc3)c2n1
→ 4%	5%	x	17%	-19	2%	13%	-12%	u	82%	19%
> O=C(NCCCN1CCOCC1)c1cc2cc(Br)ccc2oc1=O
→ 0%	19%	9%	-2%	-14	3%	-9%	-2%	0%	-17%	-3%
> O=C(/C=C/C=C/c1ccccc1)c1ccco1
→ 4%	22µM*	27%	u	6	15%	26%	14%	3µM*	96%	25%
> Cc1ccccc1CN(c1ccc(C(=O)N2CCCC2)cc1)S(C)(=O)=O
→ -7%[0.365 µM]	-7%	1%	-5%	4	-4%	3%	2%	7%	-7%	0%
> Cc1ccc(-c2nc3ccccc3s2)cc1NC(=O)c1cc(-n2cnnc2)ccc1Cl
→ -2%	26%	54%[activator]	-29%	-15	u	20%	-2%	1.5µM*	0%	5%
> CCc1ccc(N2CC(C(=O)Nc3ccc(F)cc3)CC2=O)cc1 (configuration not stated)
→ 2%	0%	u	-2%	-11	0%	-31%	-4%	2%	5%	0%
